Screens from PubChem BioAssay.
TDP43 rescue: qHTS of TDP-43 Inhibitors; TDP-43 expressing yeast growth rescue, BacTiter-Glo, 24 h; Potency, µM (series often up to 46.1 µM), for the others: at the highest dose growth rescue (activation), actives largely listed as activators; actives 1.8% (n = 410,000); AID 652104, 2013; further: potency means the concentration at half of the fitted maximal effect; % of control where 0% means no effect; nearly all actives have a fitted effect of over 50% in size
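Luminescence from BacTiter-Glo reports growth of TDP-43-expressing yeast after 24 hr at 30 deg C with compound. Cells were raffinose-pregrown to mid-log, then seeded in galactose medium at OD600=0.02.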
FUS yeast rescue: qHTS for Suppressors of FUS Proteinopathy: Primary screen using FUS-linked yeast assay; S. cerevisiae FUS-expressing, growth rescue, OD600, 24 h; Potency, µM (top dose mostly 76.6 µM), inactives show top-dose growth rescue (activation), hits mostly activators; actives 0.24% (n = 390,000); AID 1347120, 2019;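 further: potency means the concentration at half of the fitted maximal effect; plate controls were DMSO vehicle for no effect and reference control for full effect; nearly all actives have a fitted effect of over 55% in size; some results filed as inactive show a strong effect at the top dose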
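Steps: raffinose overnight preculture; dilution to OD 0.005 in 2% galactose minimal medium; compound addition (concentration series); 24hr at 30C, 99% humidity; absorbance read at 600 nm.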
MmCpn inh: Inhibitors of TCP-1 ring complex (TRiC) of Methanococcus maripaludis (MmCpn): qHTS | Chaperonin Mm-Cpn (Methanococcus maripaludis) | actives 0.031% (n = 330,000) | purified Mm-Cpn ATPase, ADP Transcreener TR-FRET | Potency, µM (top dose mostly 76.9 µM), without a hit: top-dose activity, negative = inhibition, most hits filed as inhibitors; further: potency means the concentration at half of the fitted maximal effect; on the % scale 0 is the no-effect control and ±100 the full control effect; nearly all actives have a fitted effect of over 80% in size
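Purified archaeal Mm-CPN (25nM final) preincubated 10 min at 37degC with compound, then 10uM ATP for 30 min at 37degC; ADP measured by HTRF Transcreener TR-FRET; buffer 30 mM TRIS pH 7.4, 100mM KCl, 5mM MgCl2, 1mM DTT.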
aSyn rescue: qHTS of alpha-syn Inhibitors. Yeast expressing alpha-synuclein, growth rescue, BacTiter-Glo, 24 h. Potency, µM (titrated, usually from 46.1 µM), without a hit: at the top dose growth rescue (activation), most hits filed as activators. actives 0.14% (n = 370,000); further: potency means the concentration at half of the fitted maximal effect; % of control where 0% means no effect; nearly all actives have a fitted effect of over 65% in size
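Galactose-induced alpha-syn yeast (OD600=0.02, raffinose-pregrown) + pinned cpd, 24 hr, 30 deg C; growth by BacTiter-Glo luminescence. Growth restoration scores as activation.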
PTHR1 agonist: qHTS for PTHR1 Agonists: Primary Screen | actives 0.075% (n = 410,000) | Parathyroid hormone/parathyroid hormone-related peptide receptor (Homo sapiens), Q03431 | HEK293 GP2 PTHR1 cells, GloSensor cAMP luminescence, 1 h | Potency, µM (highest dose often 115 µM), for inactives: top-dose activation, usual class: activators; further: potency means the concentration at half of the fitted maximal effect; nearly all actives have a fitted effect of over 55% in size; some results filed as inactive show a strong effect at the top dose; inactives centre near -15; many of its hits are not listed in these tables
Target sequence (Q03431 whole entry, looked up): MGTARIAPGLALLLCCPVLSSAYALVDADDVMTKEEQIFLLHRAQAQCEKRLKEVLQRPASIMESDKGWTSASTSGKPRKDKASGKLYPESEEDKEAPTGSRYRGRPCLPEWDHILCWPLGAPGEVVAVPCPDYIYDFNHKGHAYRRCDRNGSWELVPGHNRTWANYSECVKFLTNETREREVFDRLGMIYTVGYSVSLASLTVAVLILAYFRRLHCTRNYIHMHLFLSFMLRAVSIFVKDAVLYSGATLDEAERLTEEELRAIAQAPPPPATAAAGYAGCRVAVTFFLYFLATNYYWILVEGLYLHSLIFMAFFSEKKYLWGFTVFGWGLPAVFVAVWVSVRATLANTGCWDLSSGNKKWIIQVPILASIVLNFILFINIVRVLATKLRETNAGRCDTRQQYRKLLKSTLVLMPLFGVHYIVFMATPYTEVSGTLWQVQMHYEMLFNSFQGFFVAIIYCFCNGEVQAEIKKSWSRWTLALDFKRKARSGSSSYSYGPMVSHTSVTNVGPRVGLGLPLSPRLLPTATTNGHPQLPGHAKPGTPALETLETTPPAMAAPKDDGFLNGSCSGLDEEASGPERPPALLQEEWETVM
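HEK-293-derived GP2 cells expressing PTHR1 and a GloSensor cAMP reporter, 3,000/well, plated overnight, given luciferin plus IBMX (each 0.5 mM as added) for 1 h at 37 °C, then compound for 1 h at 37 °C. Luminescence was read after 15 min at room temperature.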
GLP1R cytotox: qHTS of GLP-1 Receptor Inverse Agonists: Cytotox Screen | actives 0.13% (n = 410,000) | AID 624418, 2012 | Potency, µM (series often up to 38.3 µM), for inactives: top-dose activity change, negative = inhibition, hits mostly inhibitors | HEK293 cAMP-luciferase reporter cells, luminescence, 24 h;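 further: loss of luciferase light is scored as toxicity; potency means the concentration at half of the fitted maximal effect; on the % scale 0 is the no-effect control and ±100 the full control effect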
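Compound-treated cells are incubated 24 hr at 37 deg C under 5% CO2 after a 12 hour attachment period, then luciferase detection reagent is added and luminescence is measured following 12 min at room temperature; lowered signal indicates toxicity.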
Abeta yeast res: qHTS for compounds that reverse cellular toxicity of Amyloid beta (A-beta) peptide in yeast: Primary Screen; yeast expressing A-beta42, growth rescue, OD600, 48 h; response scale: 0% DMSO, 100% iron-clioquinol control; Potency, µM (top dose mostly 46.1 µM), for inactives: at the highest dose growth rescue, usual class: activators; actives 0.063% (n = 410,000); further: potency means the concentration at half of the fitted maximal effect; nearly all actives have a fitted effect of over 55% in size
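Growth rescue measured by 600 nm absorbance after 48 h yeast culture at 30 C with compound. Values normalized between DMSO and an equimolar ferric chloride plus clioquinol control.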
pAkt inh: HTS Assay for Inhibitors of Akt Phophorylation: Primary Screen | activity change, % for hits at 50 µM | Neuro2A IGF-stimulated pAkt S473 HTRF, 20 min; stronger effect = lower value | AID 651550, 2012 | actives 0.32% (n = 360,000); in the data active means activity change below about -80%; inconclusive means mostly about -51% to -80%; further: on the % scale 0 is the no-effect control and ±100 the full control effect
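Neuro2A cells in DMEM with 0.5% FBS, overnight at 37 deg C, given compound at single 50 µM final, then IGF (6 nM final) for 20 min at 37 deg C. Lysed; phospho-Akt Ser473 by HTRF after 24 h, 665/615 ratio.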
GLP1R inv ag: qHTS of GLP-1 Receptor Inverse Agonists (Inhibition Mode); Glucagon-like peptide 1 receptor (Homo sapiens), P43220; HEK293 GLP-1R CRE-luciferase, luminescence, 24 h; GLP-1R form is constitutively active; Potency, µM (doses to about 38.3 µM), inactives show at the top dose activity change, negative = inhibition, usual class: inhibitors; actives 1.6% (n = 410,000); AID 624417, 2012; further: potency means the concentration at half of the fitted maximal effect; on the % scale 0 is the no-effect control and ±100 the full control effect; nearly all actives have a fitted effect of over 55% in size
Target sequence (P43220 whole entry, looked up): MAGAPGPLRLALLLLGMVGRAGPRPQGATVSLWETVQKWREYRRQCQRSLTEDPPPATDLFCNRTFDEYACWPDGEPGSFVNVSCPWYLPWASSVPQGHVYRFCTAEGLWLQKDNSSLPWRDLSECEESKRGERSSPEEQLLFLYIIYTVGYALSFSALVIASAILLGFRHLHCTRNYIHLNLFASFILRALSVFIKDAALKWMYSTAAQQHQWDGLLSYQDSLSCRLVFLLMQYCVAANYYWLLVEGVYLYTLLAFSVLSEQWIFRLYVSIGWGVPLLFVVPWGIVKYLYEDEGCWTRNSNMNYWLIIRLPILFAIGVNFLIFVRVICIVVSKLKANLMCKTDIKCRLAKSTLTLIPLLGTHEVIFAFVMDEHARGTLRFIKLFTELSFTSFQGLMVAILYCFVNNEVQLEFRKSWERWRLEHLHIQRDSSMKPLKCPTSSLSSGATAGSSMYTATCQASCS
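Inverse agonists were sought by their lowering of basal cAMP reporter luciferase output in HEK293 cells stably carrying constitutively active human GLP-1R, after 24 h compound treatment.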
* hit, by the source's call; i = inactive; u = inconclusive; x = not tested or not shown; [ ] = remark or other dose. Unless noted, the call rests on the fitted dose curve; in most records, active means well fitted curve in the direction sought with a large enough effect; inconclusive means small, poorly fitted or top-dose-only effect, or another doubt; inactive means no such curve, though single readings can be large; an effect the other way counts as inactive or inconclusive. A portion of the library (hit frequency here may not be typical).

SMILES	TDP43 rescue	FUS yeast rescue	MmCpn inh	aSyn rescue	PTHR1 agonist	GLP1R cytotox	Abeta yeast res	pAkt inh	GLP1R inv ag
CC(=O)NC1=NN(C(C)=O)C(C)(CS(=O)(=O)c2ccc(Cl)cc2)S1 (stereo not drawn)	-7%	u	0%	-1%	-12%	64%[activator]	16%	i	0%
Cc1cc(NC(=O)c2ccc3c(c2)C(=O)N(C(C)(C)C)C3=O)no1	-21%[9.22 µM]	4%	-1%	0%	i	13%	-6%	i	13%
CC(C)n1cc(/C=C2/SC(=O)N(CC(=O)Nc3ccc4c(c3)OCO4)C2=O)c2ccccc21	-15%	45%	1%	5%	-2%[57.5 µM]	-8%	8%	x	9%
CCCCN(C)C(=O)Cn1c(C2CC(=O)N(c3ccc(C)cc3)C2)nc2ccccc21 (stereo not drawn)	9%	15%	x	x	-20%	-1%	-8%	x	3%
CCc1nc2c(OCc3ccccc3)cccn2c1N(Cc1ccccc1)C(C)=O	-4%	1%	x	-1%	-19%	2%	-12%	i	u
COc1ccc(-c2nc3c(c(SCC(=O)N(C)c4ccccc4)n2)Cc2cc(C)ccc2O3)cc1	7%	-16%	x	x	i	4%	-7%	x	16%
COc1cccc(C(=O)Nc2ccccc2)c1	-25%	9%	-1%	2%	i	-8%	-14%	i	1%
Cc1ccc(S(=O)(=O)NCC(c2ccccc2)N2CCN(c3ccc(F)cc3)CC2)cc1 (stereo not drawn)	2%	-17%	1%	0%	-18%	-5%	x	i	u
c1ccc2oc(-c3ccc4nc[nH]c4c3)nc2c1	-5%	-5%	1%	4%	-17%	-5%	-19%	i	58%[activator]
O=C(CNS(=O)(=O)c1cccs1)N1CCCC1	6%	-29%	-8%	-14%	i	-11%	15%	i	44%
O=C(Cn1ncc2c3ccccc3n(Cc3ccccc3)c2c1=O)Nc1ccccc1C(F)(F)F	22%	-12%	x	x	-28%	0%	-6%	x	9%
CC1O[C@@H]2O[C@](O[C@H](C)CC[C@@H](C)O)(c3ccccc3)O[C@@H]2C[C@H]1O (stereo partly drawn)	4%	-30%	1%	1%	-11%	1%	-14%	i	3%
Cc1ccccc1-c1cnc(C(O)c2ccc(-c3ccccc3)cc2)[nH]1 (stereo not drawn)	11%	-2%	x	-9%	7%	-14%	-14%	i	u
COc1ccccc1N1CCN(C(=O)CCc2ccc(S(=O)(=O)NCC(C)C)cc2)CC1	-20%	28%	x	1%	-17%	0%	15%	i	u
Cc1ccc(Cl)cc1NC(=O)C1CCCN(S(C)(=O)=O)C1 (stereo not drawn)	u	-11%	-5%	1%	-11%	-7%	0%	i	20%
COc1ccc(CN2CC(=O)N(c3cc(Cl)ccc3OC)C2=S)cc1OC	2%	1%	-4%	-6%	-46%[inhibitor]	-41%	-21%	i	32%[activator]
Cc1ccc(C(=O)OCC(=O)NC2CCCCCC2)c(C)c1	-2%	-2%	-2%	1%	i	-10%	11%	i	u
O=C(Nc1ccc([N+](=O)[O-])cc1)NN1CCCCCC1	u	-7%	x	-6%	-4%	-9%	23%	i	u
Cc1ccccc1C(=O)N1CCC(C(=O)N2CCN(S(=O)(=O)c3ccccc3F)CC2)CC1	-17%	12%	0%	1%	i	6%[0.307 µM]	5%	i	-7%[0.307 µM]
CN(CC(O)COc1ccc2ccccc2c1)C1CCCCC1 (stereo not drawn)	-8%	5%	-1%	10%	i	-20%	6%	i	8.9µM*
O=C(Nc1cccc(Cl)c1)OCCN1CCN(Cc2ccccc2)CCC1=O	9%	6%	0%	-5%	-81%[inhibitor]	-23%	2%	i	u
COc1cccc(/C=C/C(=O)OCC(=O)NC2CCCC2)c1	13%	-16%	x	-8%	i	-1%	-7%	i	-1%
O=C(Nc1nnc(-c2ccco2)s1)C1CC1	0%	6%	-17%	3%	16%[57.5 µM]	6%	9%	i	0%
COc1cc(=O)[nH]c(SC(C)C(=O)Nc2ccc3ccccc3c2)n1 (stereo not drawn)	-1%	-3%	2%	-13%	i	8%	13%	i	0%
Cc1ccccc1C(=O)c1ccccc1C(=O)c1ccccc1	23%	18%	x	-14%	-19%	1%	23%	i	u
COc1ccc(/C=C/c2onc(C)c2S(=O)(=O)N2CCC(C(=O)N3CCCCCC3)CC2)cc1	-15%	45%	0%	-16%	-5%	18%	-32%[inhibitor]	i	5µM*
CC(C)N(C)c1ncnc2c1ncn2[C@H]1CN(Cc2ccco2)C[C@@H](CO)O1	u	-6%	x	-2%	-25%	0%	-12%	i	60%[activator]
O=C(CSc1ccc2nnc(CCNC(=O)c3ccccc3)n2n1)NCc1ccccc1	-7%	4%	-7%	-1%	i	-14%	11%	i	-29%
O=S(=O)(Nc1ccc(F)c(C(F)(F)F)c1)c1ccc(N2CCCCS2(=O)=O)cc1	0%	28%	x	x	-39%[inhibitor]	-4%	-4%	x	u
Cc1ccc(OCCNC(=O)/C=C/c2ccccc2)cc1C	-25%	x	0%	-3%	i	-1%	0%	i	u
CC1CN(C(=O)Nc2ccc3c(c2)OCCO3)CC(C)O1 (stereo not drawn)	14%[9.22 µM]	-6%	0%	1%	i	1%	-8%	i	5%
COc1ccc(NC2C=CS(=O)(=O)C2)cc1 (stereo not drawn)	-1%	8%	x	5%	-12%	-11%	-2%	i	0%
CC(C)C(c1nnnn1C(C)(C)C)N1CCN(Cc2cccnc2)CC1 (stereo not drawn)	12%	-28%	-1%	5%	-8%	-6%	9%	i	10%
CCOC(=O)N1CCC(NC(=O)CC2C(=O)NCCN2Cc2cccc(F)c2F)CC1 (stereo not drawn)	8%	x	-3%	5%	-23%	1%	7%	i	12%
Clc1ccc(-c2nnc(Sc3nc4ccccc4o3)c3ccccc23)cc1	12%	15%	-5%	7%	-31%[inhibitor]	23%	-14%	i	9%
COC(=O)Nc1nnc(-c2ccccc2Cl)s1	8%	-3%	-3%	-6%	-9%	-3%	-8%	i	8%
O=C(c1ccccc1F)N1CCN(S(=O)(=O)c2ccc(S(=O)(=O)N3CCCCCC3)cc2)CC1	-5%	-11%	u	-7%	i	16%	-6%	i	-18%
COc1ccc(C)cc1-n1c(SCC(=O)Nc2cc(C)on2)nc2ccccc2c1=O	12%[9.22 µM]	11%	-13%	1%	-3%	-26%	0%	i	-11%
O=C1C(Nc2ccccc2)=C2CCCC=C2N1c1ccccc1	20%[9.22 µM]	7%	-1%	6%	-13%	5%	-1%	i	0%
Cc1ccc(C)c(OCC(=O)Nc2nc3ccc([N+](=O)[O-])cc3s2)c1C	13%	28%	1%	0%	-79%[inhibitor][57.5 µM]	-19%	1%	i	0%
Cc1cccc(-c2nc3ccccc3c(=O)n2NC(=O)c2ccc([N+](=O)[O-])c(C)c2)c1	9%	-2%	0%	-4%	-12%	5%	-14%	i	9%
CC(C)c1ccc(C(=O)NNC(=O)C2CC=CCC2C(=O)O)cc1 (stereo not drawn)	22%	2%	0%	0%	i	-1%	22%	i	6%
CN1C(=O)C(C)(C)c2cc(S(=O)(=O)N3CCC(C(=O)NCc4ccc(F)cc4)CC3)ccc21	0%	10%	1%	11%	-8%	2%	-4%	i	5%
COc1ccc(C(NC(=O)C2CCN(Cc3ccc(Oc4ccccc4)cc3)CC2)c2ccccc2C)cn1 (stereo not drawn)	-1%	25%	x	-27%	-5%	-16%	-11%	i	u
Cc1cc2c(cc1C)-c1nnnn1C(N1CCCCC1)C(=O)N2 (stereo not drawn)	7%	-4%	x	-8%	i	-11%	-12%	i	3%
O=C(CSc1nc2ccccc2c(=O)[nH]1)c1ccc(O)cc1O	-3%	-1%	2%	3%	-66%[inhibitor]	-13%	-7%	i	79%[activator]
Cc1ccc(C)c(Cn2nnc3c(=O)[nH]c(C(=O)Nc4ccc(F)cc4)nc32)c1	20%	23%	2%	-8%	-8%	-7%	8%	i	u
COCCCNC(=O)c1cc2cc(S(=O)(=O)N3CCCCC3)ccc2n1C	u	21%	x	x	-53%[inhibitor]	-7%	3%	x	1%
CCCCOc1ccc(CN2CCSCC2)cc1	-1%	-18%	0%	0%	-26%	2%	-6%	i	u
CC(=O)Oc1ccc(-c2cccc(C(=O)N(C)c3ccc(O)cc3)c2)cc1	-16%	-9%	0%	5%	i	0%	-1%	i	16%
O=C(c1ccco1)N1CCN(C(c2ccccc2Cl)c2nnnn2Cc2cccs2)CC1 (stereo not drawn)	7%	27%	1%	8%	-10%[57.5 µM]	-24%	1%	i	u
S=c1[nH]nc(SCc2ccccc2)c2[nH]cnc12	-5%	-24%	x	0%	-6%	u	17%	i	17%

2 of these compounds, reformatted:
| Structure | TDP43 rescue | FUS yeast rescue | MmCpn inh | aSyn rescue | PTHR1 agonist | GLP1R cytotox | Abeta yeast res | pAkt inh | GLP1R inv ag |
| --- | --- | --- | --- | --- | --- | --- | --- | --- | --- |
| O=C(CSc1nc2ccccc2c(=O)[nH]1)c1ccc(O)cc1O | -3% | -1% | 2% | 3% | -66%[inhibitor] | -13% | -7% | i | 79%[activator] |
| Cc1ccc(C)c(Cn2nnc3c(=O)[nH]c(C(=O)Nc4ccc(F)cc4)nc32)c1 | 20% | 23% | 2% | -8% | -8% | -7% | 8% | i | u |
